# FXIa inh mix – factor XIa (human) inhibition, mixture screen | purified FXIa, fluorogenic substrate, pooled mixtures | hit rate 0.19% among 62,000 | inhibition, % at 5 µM | P03951 | AID 680; in the data active = inhibition above about 20%, passing the limit was not always enough;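 also: each value is inhibition by a whole ten-compound pool holding the compound; 0% = enzyme with no mixture and 100% = wells lacking enzyme; strong numbers were not always called active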
# C1s block – blocks human complement C1s protease activity. P09871. purified C1s, fluorogenic AMC substrate, pooled mixtures. mean inhibition % of two 10-compound mixtures (active compounds read high), % at 5 µM (by protocol). hit rate 0.16% among 62,000;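 active = inhibition above 20% in each of the two 10-compound mixture wells holding the compound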;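 also: 0% = enzyme wells lacking compound mixture and 100% = no-enzyme blank wells; some compounds called inactive have numbers as strong as hits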
# Target sequence (P09871 16-437 limits assumed): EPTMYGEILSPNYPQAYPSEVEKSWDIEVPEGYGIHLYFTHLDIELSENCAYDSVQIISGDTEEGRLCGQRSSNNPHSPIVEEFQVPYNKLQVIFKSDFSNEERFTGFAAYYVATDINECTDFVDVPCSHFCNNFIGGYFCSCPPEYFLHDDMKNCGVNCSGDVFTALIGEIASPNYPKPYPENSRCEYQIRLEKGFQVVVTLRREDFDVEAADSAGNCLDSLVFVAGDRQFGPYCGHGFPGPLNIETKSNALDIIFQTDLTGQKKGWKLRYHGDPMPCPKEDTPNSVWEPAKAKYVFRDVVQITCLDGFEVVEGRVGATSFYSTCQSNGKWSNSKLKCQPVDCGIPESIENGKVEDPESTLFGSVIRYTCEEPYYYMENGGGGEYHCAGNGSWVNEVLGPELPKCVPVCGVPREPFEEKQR
# Target sequence (P09871 438-688 limits assumed): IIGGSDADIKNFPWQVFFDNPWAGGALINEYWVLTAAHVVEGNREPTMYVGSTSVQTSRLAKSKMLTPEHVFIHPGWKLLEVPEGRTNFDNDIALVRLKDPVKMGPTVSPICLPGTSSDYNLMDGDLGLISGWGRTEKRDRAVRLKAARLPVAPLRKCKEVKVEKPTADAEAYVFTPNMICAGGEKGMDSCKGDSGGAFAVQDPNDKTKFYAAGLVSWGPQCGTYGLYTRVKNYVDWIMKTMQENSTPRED
# CatG inh – inhibitors of human cathepsin G | purified enzyme, AMC-tetrapeptide fluorescence, pooled mixtures | inhibition, % at 5 µM (by protocol) | hit rate 0.2% among 62,000;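 active = inhibition above 20% in each of the two mixture wells holding the compound; inactive = inhibition of 20% or less in either well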;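 also: 0% = enzyme control without mixture and 100% = blank lacking enzyme; strong numbers were not always called active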
# CatL inh – inhibitors of human cathepsin L | P07711 | hit rate 0.17% among 58,000 | inhibition, %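 (tested at 10 µM)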 | purified cathepsin L, fluorogenic substrate, fluorescence | AID 460; in the data active = inhibition above about 45%;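 also: 0% = enzyme with no compound and 100% = no enzyme blank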
# Ec RNAP inh – Escherichia coli RNA polymerase inhibition; P0A8V2; E. coli RNA polymerase, fluorescence transcription assay; inhibition, %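 (tested at 10 µM)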; hit rate 0.2% among 62,000; AID 559; in the data active = inhibition above about 20%;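 also: 0% = enzyme without compound and 100% = no enzyme blank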
# CatS block – human cathepsin S inhibition. P25774. recombinant cathepsin S, AMC dipeptide fluorescence, pooled mixtures. inhibition, %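 (tested at 5 µM per compound within 10-compound mixtures)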. hit rate 0.06% among 62,000. AID 501; in the data active = inhibition above about 32%, passing the limit was not always enough; inconclusive = no clear call, values can overlap the other calls;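 also: 0% = enzyme without compound and 100% = blank without enzyme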
# Target sequence (P25774 115-331 limits assumed): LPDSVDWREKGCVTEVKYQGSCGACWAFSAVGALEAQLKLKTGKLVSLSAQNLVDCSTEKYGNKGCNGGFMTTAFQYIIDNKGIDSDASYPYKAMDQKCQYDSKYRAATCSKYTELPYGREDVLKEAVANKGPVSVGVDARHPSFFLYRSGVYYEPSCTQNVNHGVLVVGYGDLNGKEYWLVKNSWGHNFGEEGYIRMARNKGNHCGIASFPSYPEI
# AP complement – alternative pathway complement inhibition, orthogonal assay. Human serum alternative complement pathway, LPS-coated ELISA, C3 deposition; tested in compound mixtures. inhibition, % at 5 µM. hit rate 0.08% among 62,000. AID 1235;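 active = inhibition above 30% in each of the two pooled mixtures holding the compound, so the lower value exceeds 30%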;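 also: 0% = serum in Mg-EGTA without compound and 100% = EDTA serum blank; some compounds past the cut are filed as inactive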
#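 Medium: diluted human serum in Mg2+-EGTA GVB++. Assay system: human serum complement alternative pathway, C3 deposition onto LPS. Also added: Plate-bound LPS. Technique: Anti-C3 ELISA, OD 450 nm. Measure: percent inhibition. Incubation: 1 h at 37 °C. Dosing: 5 µM each compound, pools of ten, 50 µM per pool.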
# CatB mix inh – human cathepsin B inhibition by mixtures | P07858 | AID 488 | hit rate 0.06% among 62,000 | Purified cathepsin B, AMC dipeptide fluorescence, compound mixtures | inhibition, %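 (ten-compound pools at 5 µM per compound and 50 µM total)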; in the data active = inhibition above about 22%, passing the limit was not always enough; inconclusive = no clear call, values can overlap the other calls;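 also: 0% = enzyme without compound and 100% = no enzyme blank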
# CatB block – blocks human cathepsin B protease activity. purified cathepsin B, fluorogenic substrate, fluorescence. inhibition, %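 (tested at 10 µM)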. hit rate 0.1% among 63,000. AID 453; in the data active = inhibition above about 21%;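 also: 0% = enzyme with no compound and 100% = no enzyme blank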
# Active calls of the source: *; ? = inconclusive; / = no result given. Not all compounds are listed; the hit share may differ from the screen's.
1. CCn1c(=O)cc(OCC(=O)NCc2ccc(C)o2)c2ccccc21
2. CC(=O)c1c(C)[nH]c(C(=O)NCCC2=CCCCC2)c1C
3. O=C(NC1CC1)c1ccc(-c2nc3ccccc3s2)s1
4. O=C(CSCCO)Nc1cc(C(F)(F)F)ccc1Cl
5. CC(=O)N(c1c(C)n(C)n(-c2ccccc2)c1=O)C1(C(=O)NC2CCCC2)CCCCC1

assay / entry	1	2	3	4	5
FXIa inh mix	1	9	0	2	0
C1s block	-17	12	-8	10	-50
CatG inh	-2	8	6	10	-9
CatL inh	3	7	-2	15	7
Ec RNAP inh	11	2	/	6	-1
CatS block	6	-3	1	2	4
AP complement	0	16	5	2	-12
CatB mix inh	-2	2	-5	-4	6
CatB block	-1	5	3	4	4

6. Cc1cc(CNC(=O)c2cc(Br)ccc2Cl)nn1C
7. CCc1c(C(=O)Nc2ncn(Cc3cccc(C)c3)n2)csc1C
8. CC(C)CCn1cnc2c(cnn2-c2ccc(F)cc2)c1=O
9. CCn1c(CSc2nc3ccccc3[nH]2)n[nH]c1=S
10. CCN(CC)CCn1c(=S)[nH]c2cc(Cl)ccc2c1=O

assay / entry	6	7	8	9	10
FXIa inh mix	8	11	4	1	12
C1s block	14	22	-5	3	15
CatG inh	12	10	-1	9	7
CatL inh	-3	12	8	4	-6
Ec RNAP inh	12	6	5	2	1
CatS block	15	1	16	3	-8
AP complement	6	8	8	0	17
CatB mix inh	6	4	0	-7	6
CatB block	2	3	4	1	2

11. COc1ccc(-c2cc(C(F)(F)F)nc(N3CCN(C)CC3)n2)cc1
12. Cc1nn(-c2ccccc2)c(Cl)c1C1C(C#N)=C(N)OC2=C1C(=O)CC(C)(C)C2 (centres undefined)
13. CCOc1ccc2[nH]c(=O)c(CN(Cc3nnnn3Cc3ccco3)C3CCCCC3)cc2c1
14. CCCCNC(=O)NC1C(NC(=O)NCCCC)N(C)C(=O)N1C (centres undefined)
15. CC1=C(C(=O)N2CCc3ccccc32)C2(CCC(C)CC2)OC1=O (centres undefined)

assay / entry	11	12	13	14	15
FXIa inh mix	1	1	5	9	3
C1s block	-30	-7	-3	17	-11
CatG inh	-10	4	7	13	-5
CatL inh	4	3	16	33	7
Ec RNAP inh	2	7	9	11	7
CatS block	11	11	0	8	-1
AP complement	-6	-2	5	4	9
CatB mix inh	10	-1	2	4	-1
CatB block	8	6	6	2	-3

# 2 of these compounds, set out differently:
# The line under a structure holds: FXIa inh mix | C1s block | CatG inh | CatL inh | Ec RNAP inh | CatS block | AP complement | CatB mix inh | CatB block
14. CCCCNC(=O)NC1C(NC(=O)NCCCC)N(C)C(=O)N1C (centres undefined)
 : 9 | 17 | 13 | 33 | 11 | 8 | 4 | 4 | 2
15. CC1=C(C(=O)N2CCc3ccccc32)C2(CCC(C)CC2)OC1=O (centres undefined)
 : 3 | -11 | -5 | 7 | 7 | -1 | 9 | -1 | -3

# Remaining list, next part.
16. Cc1ccn2cc(-c3nonc3C)cc2c1
17. COc1ccc(C2N(C(=O)CN3CCOCC3)CCN2S(=O)(=O)c2ccccc2)cc1 (centres undefined)
18. CCCC(=O)Nc1ccc(Cl)c(NC(=O)CC)c1
19. CCCCOC(=O)Cn1c(=O)c2c(nc(Br)n2Cc2ccccc2)n(C)c1=O
20. Cc1c(Cl)cnc(NC(=O)COC(=O)C(NC(=O)c2ccco2)C(C)C)c1Cl (centres undefined)

assay / entry	16	17	18	19	20
FXIa inh mix	1	1	2	11	7
C1s block	-5	6	-13	1	12
CatG inh	11	7	-1	9	8
CatL inh	0	6	12	/	9
Ec RNAP inh	3	2	3	4	3
CatS block	-4	3	2	0	-4
AP complement	17	2	-5	19	5
CatB mix inh	3	5	-4	4	2
CatB block	-2	1	-3	3	5

21. Cc1cc(NCCN2CCOCC2)n2nc(C)c(-c3ccc(Cl)cc3)c2n1
22. CCOC(=O)N1CCN(C(=O)CSc2nnc(-c3ccc(Cl)s3)o2)CC1
23. Cc1ccccc1CSc1ncc(C#N)c(N)n1
24. NC(=O)CSc1nnc(C2CC2)n1Cc1ccccc1
25. O=S(=O)(NCCOC12CC3CC(CC(C3)C1)C2)c1cccc2nsnc12

assay / entry	21	22	23	24	25
FXIa inh mix	3	7	-21	2	8
C1s block	16	10	-188	4	4
CatG inh	10	-3	-9	-34	1
CatL inh	8	-8	19	-2	10
Ec RNAP inh	7	-5	10	4	6
CatS block	6	-6	-6	3	10
AP complement	7	11	15	-9	3
CatB mix inh	4	-1	-6	2	-4
CatB block	-1	1	7	-1	1

26. COc1ccc(C2=NOC(C(=O)NCc3ccco3)C2)cc1OC (centres undefined)
27. CCCCn1cnc2c(c1=O)c1nc3ccccc3nc1n2Cc1ccc2c(c1)OCO2
28. Cn1ccc(C(=O)OCC(=O)c2ccccc2)n1
29. COC(=O)c1cn(NC(=O)c2cccnc2)c(=O)c2ccccc12
30. CCCn1c(N)c(C(=O)CSc2nnc(-c3ccco3)n2Cc2ccccc2)c(=O)[nH]c1=O

assay / entry	26	27	28	29	30
FXIa inh mix	-3	5	4	-1	5
C1s block	-93	-22	-2	-1	-2
CatG inh	-3	10	-3	8	-2
CatL inh	15	-57	-2	6	1
Ec RNAP inh	6	6	2	7	0
CatS block	2	0	-7	-2	-4
AP complement	8	-3	0	9	10
CatB mix inh	-3	0	0	-7	2
CatB block	10	-3	-1	2	-7

# Whole records, quoted from the list. Order of values: FXIa inh mix, C1s block, CatG inh, CatL inh, Ec RNAP inh, CatS block, AP complement, CatB mix inh, CatB block
# CCCn1c(N)c(C(=O)CSc2nnc(-c3ccco3)n2Cc2ccccc2)c(=O)[nH]c1=O in the list: 5, -2, -2, 1, 0, -4, 10, 2, -7
# COC(=O)c1cn(NC(=O)c2cccnc2)c(=O)c2ccccc12 in the list: -1, -1, 8, 6, 7, -2, 9, -7, 2

# (listing goes on)
31. CC1CN(C(=O)N2c3ccccc3Sc3ccccc32)C(C)CC1=O (centres undefined)
32. Cc1cccn2c(=O)c3cc(C(=O)NCc4ccco4)c(=N)n(CCOCCO)c3nc12
33. COc1cc(SC)ccc1C(=O)Nc1ccc2c(c1)OCCO2
34. O=C(CCC(=O)OCC(F)(F)C(F)F)NCc1ccccc1
35. Cc1nnc(Sc2nc3c(c(=O)[nH]c(=O)n3C)n2Cc2ccccc2Cl)s1

assay / entry	31	32	33	34	35
FXIa inh mix	13	-11	-9	7	-5
C1s block	19	-82	-29	-29	3
CatG inh	3	-5	-1	1	5
CatL inh	0	-56	/	/	-9
Ec RNAP inh	3	-3	10	7	-2
CatS block	-10	8	0	10	1
AP complement	7	2	3	-4	17
CatB mix inh	2	-6	-4	5	0
CatB block	-1	0	0	-3	1

36. CCn1cc(C(=O)NCc2ccccc2OC)c(=O)c2ccc(C)nc21
37. COc1ccc(C2CC(C(F)(F)F)n3nc(C(=O)N(C)Cc4cn(C)nc4C)c(Cl)c3N2)cc1 (centres undefined)
38. O=C(NCc1ccco1)C(c1cccs1)N(C(=O)C1COc2ccccc2O1)c1cccc(O)c1 (centres undefined)
39. COc1ccccc1C(=O)n1nc(-c2ccccc2)nc1NCc1ccco1
40. CC(=O)Nc1ccc(NC(=O)c2ccccc2F)cc1

assay / entry	36	37	38	39	40
FXIa inh mix	6	-14	4	-3	-10
C1s block	11	-17	16	6	-17
CatG inh	9	-3	10	10	-10
CatL inh	4	15	2	2	2
Ec RNAP inh	6	7	9	2	6
CatS block	0	2	-2	-3	-5
AP complement	8	5	5	11	4
CatB mix inh	3	-3	6	-6	-3
CatB block	0	-1	3	0	7

41. CC(C)CNC(=O)COc1ccc2c3c(c(=O)oc2c1)CCC3
42. CN(CCC(=O)Nc1ccc2c(c1)OCO2)Cc1ccccc1
43. Cc1ccc2nsnc2c1S(=O)(=O)NCc1ccc2c(c1)OCO2
44. Cc1ccc(-c2nn3c(C)nnc3s2)cc1NC(=O)c1ccc(-c2cccc(Cl)c2)o1
45. O=C(C1CCN(S(=O)(=O)c2cccc3cccnc23)CC1)N1CCN(Cc2ccccc2)CC1

assay / entry	41	42	43	44	45
FXIa inh mix	4	-2	-3	4	18
C1s block	13	-37	3	1	-11
CatG inh	8	-4	0	9	-6
CatL inh	5	/	2	8	0
Ec RNAP inh	4	9	10	7	0
CatS block	-4	-3	5	-4	-3
AP complement	9	5	-5	6	11
CatB mix inh	0	6	-1	-7	2
CatB block	-1	1	-1	-2	1

46. CCN(CCNC(=O)C1CC(=O)N(CCc2ccccc2)C1)c1ccccc1 (centres undefined)
47. Cc1ccc(-c2noc(-c3ccccc3C(=O)NCC3CCCO3)n2)cc1 (centres undefined)
48. Cc1c(N=CN2CCOCC2)c(=O)n(C)c(=O)n1C
49. CCOC(=O)c1ccc(NC(=O)CSc2nnc(CNC(=O)c3c(F)cccc3Cl)o2)cc1
50. CCCn1c(C)nc2c(c1=O)c1nc3ccccc3nc1n2CCc1ccccc1

assay / entry	46	47	48	49	50
FXIa inh mix	2	-9	1	-10	11
C1s block	-4	-39	-16	1	1
CatG inh	-1	-18	-13	7	8
CatL inh	17	3	6	1	-19
Ec RNAP inh	12	-9	2	3	-4
CatS block	8	-11	12	4	-12
AP complement	-2	-3	-26	15	14
CatB mix inh	0	-5	7	3	4
CatB block	7	0	9	-1	5

51. Cc1ccccc1C(=O)Nc1ccc2c(c1)OCO2
52. Nc1cc(=O)[nH]c(SCc2cccc(Cl)c2)n1
53. O=S(=O)(Cc1ccccc1)N1CCN(Cc2ccccc2)CC1
54. O=C(O)CCC(=O)Nc1nc(-c2ccccc2)cs1
55. CCCC(=O)N=C1SC2CS(=O)(=O)CC2N1c1ccc(CC)cc1 (centres undefined)

assay / entry	51	52	53	54	55
FXIa inh mix	-3	6	-3	3	7
C1s block	-13	-15	-5	13	2
CatG inh	3	-2	-3	12	2
CatL inh	5	4	1	-4	1
Ec RNAP inh	/	8	3	4	7
CatS block	-5	16	?	-7	3
AP complement	13	-13	-16	9	6
CatB mix inh	-4	3	5	6	5
CatB block	-1	6	5	1	-4

56. CCOC(=O)c1oc2ccccc2c1CN1CCOCC1
57. COc1cccc(Cn2c(Oc3cccc(C)c3)nc3c2c(=O)n(C)c(=O)n3C)c1
58. CCOCC(=O)Nc1nc2c(s1)C(=O)CC(C)(C)C2
59. C=CCn1c(SCc2nnc(-c3ccccc3)o2)nnc1C(O)c1ccccc1 (centres undefined)
60. O=C(Nc1cccc(F)c1)C1CCCN1S(=O)(=O)c1cccc2cccnc12 (centres undefined)

assay / entry	56	57	58	59	60
FXIa inh mix	3	5	-2	-17	1
C1s block	4	13	-38	-55	4
CatG inh	0	6	7	-22	10
CatL inh	-16	0	1	-4	/
Ec RNAP inh	0	9	4	-8	5
CatS block	-2	-3	0	-16	2
AP complement	8	7	13	-9	4
CatB mix inh	3	1	6	-3	1
CatB block	-5	3	4	3	2

61. O=C(Nc1ccc(Cl)cc1)N1CC=CCC1
62. O=C(c1noc2c1CCCC2)N1CCN(Cc2ccccc2)CC1
63. CCOC(=O)CNC(=O)CN1C(=O)CCSc2ccccc21
64. CCCOc1ccc(CN(CCO)CCO)cc1C(=O)OC
65. Nc1nc2ccc(OC(F)(F)F)cc2s1
66. CC(CCc1ccccc1)C(=O)NO (centres undefined)
67. O=C(CSc1nnc2scc(-c3ccc(Cl)cc3)n12)NCc1ccco1

assay / entry	61	62	63	64	65	66	67
FXIa inh mix	10	2	7	-1	7	1	1
C1s block	-3	4	-2	0	0	3	3
CatG inh	-1	0	-1	-3	12	10	9
CatL inh	/	13	-5	9	-9	/	6
Ec RNAP inh	/	1	-7	0	8	7	9
CatS block	-7	-3	-5	-3	-7	-4	1
AP complement	1	-2	15	-12	17	2	1
CatB mix inh	0	1	2	2	1	4	2
CatB block	/	3	-3	0	1	3	5
